OXTR agonist: activates the human oxytocin receptor; P30559; CHO-OTR cells, Fluo-8 calcium fluorescence; normalized: DMSO 0%, oxytocin 100%; activation, % at 3 µM; 320,000 compounds, 0.32% hits; AID 2435;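 active = activation above the mean of all tested compounds plus 3 SD, cutoff set per screening run, cut at about 20% in these data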;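 also: peak over basal fluorescence ratio from a 100 s FLIPR kinetic read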
Target sequence (P30559 whole entry, looked up): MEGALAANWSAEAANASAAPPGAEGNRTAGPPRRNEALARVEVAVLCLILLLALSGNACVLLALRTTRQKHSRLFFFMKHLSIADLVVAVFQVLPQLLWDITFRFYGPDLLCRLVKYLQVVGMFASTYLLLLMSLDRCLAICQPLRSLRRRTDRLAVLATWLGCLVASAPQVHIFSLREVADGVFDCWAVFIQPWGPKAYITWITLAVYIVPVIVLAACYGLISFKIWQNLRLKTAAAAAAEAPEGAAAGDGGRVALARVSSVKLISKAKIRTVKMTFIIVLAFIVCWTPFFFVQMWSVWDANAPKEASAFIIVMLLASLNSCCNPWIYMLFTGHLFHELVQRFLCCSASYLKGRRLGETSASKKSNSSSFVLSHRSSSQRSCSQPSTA
GalR3 antag: human GalR3 antagonism; AID 651719; O60755; inhibition, % at 3 µM; HEK293 GalR3-CNG cAMP membrane potential fluorescence; galR3 body fused to GalR1 C-terminus; 360,000 compounds, 0.44% hits;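 active = inhibition above the screen-wide average plus 3 SD, cut at about 13% in these data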;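 also: forskolin and galanin both at EC90 stimulate the cells; cAMP rise reported by CNG channel membrane potential dye signal; 0% = forskolin plus galanin with DMSO and 100% = forskolin alone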
Target sequence (O60755 1-299 limits assumed): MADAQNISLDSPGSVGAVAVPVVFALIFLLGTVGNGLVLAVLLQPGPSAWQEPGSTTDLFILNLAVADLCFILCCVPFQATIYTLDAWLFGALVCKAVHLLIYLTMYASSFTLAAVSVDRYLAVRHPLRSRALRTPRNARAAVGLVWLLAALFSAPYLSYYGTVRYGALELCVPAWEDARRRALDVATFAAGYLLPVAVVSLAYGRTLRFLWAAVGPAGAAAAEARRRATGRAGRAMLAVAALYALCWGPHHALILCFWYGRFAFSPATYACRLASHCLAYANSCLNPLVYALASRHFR
GPR7 antagonist: antagonists of human GPR7 (neuropeptides B/W receptor 1). P48145. GPR7-expressing cells, fluorescence antagonist assay. inhibition, % at 4.4 µM. 290,000 compounds, 1.1% hits. AID 1861; in the data active = inhibition above about 16%, passing the limit was not always enough;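 also: cells stimulated with the agonist NPW; 0% = agonist with vehicle and 100% = vehicle without agonist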
Target sequence (P48145 whole entry, looked up): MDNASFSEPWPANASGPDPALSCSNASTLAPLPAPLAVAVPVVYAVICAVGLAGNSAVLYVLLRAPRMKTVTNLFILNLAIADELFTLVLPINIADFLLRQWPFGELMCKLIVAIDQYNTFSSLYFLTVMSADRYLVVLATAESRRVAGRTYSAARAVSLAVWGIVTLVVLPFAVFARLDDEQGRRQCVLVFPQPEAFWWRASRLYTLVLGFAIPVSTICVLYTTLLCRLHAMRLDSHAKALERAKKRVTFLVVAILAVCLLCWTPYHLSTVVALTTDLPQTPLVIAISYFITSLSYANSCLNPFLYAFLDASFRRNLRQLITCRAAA
M18AAP inhibitor: blocks P. falciparum M18 aspartyl aminopeptidase; 290,000 compounds, 1.2% hits; AID 1822; inhibition, % at 7.35 µM; recombinant PfM18AAP, H-Glu-NHMec fluorogenic cleavage;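 active = inhibition above the campaign mean inhibition over all tested compounds plus 3 SD, cut at about 28% in these data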;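 also: 0% = plate median of test compound wells and 100% = 2 mM ZnCl2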
V1R ag counter: activates human V1a receptor in oxytocin agonist counter-screen | P37288 | CHO-V1R cells, Fluo-8 calcium fluorescence, agonist mode; 0% DMSO, 100% 3 nM vasopressin | activation, % at 3 µM | 320,000 compounds, 0.25% hits;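 active = activation above the mean activation of all tested compounds plus 3 SD, per screening run, cut at about 20% in these data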;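 also: signal is peak over basal fluorescence ratio across a 100 second FLIPR read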
MEKK2mut PB1 HTS: signal of MEK5 binding to mutant human MEKK2 PB1 domain | 290,000 compounds, 0.35% hits | bead flow cytometry, Alexa488-MEK5 binding to MEKK2 mutant | percent response, % at 10 µM; in the data active = percent response above about 24%, passing the limit was not always enough; also: inactives centre near 1; some results filed as inactive read as strong as hits
OXTR potentiator: potentiators of human oxytocin receptor. P30559. CHO-OTR cells, Fluo-8 calcium fluorescence, potentiator mode; 0% = oxytocin EC15, 100% = EC100. activation, % at 3 µM. 320,000 compounds, 0.061% hits;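 active = activation above that plate's cutoff, the mean activation of tested compounds plus 3 SD, cut at about 6.6% in these data, passing the limit was not always enough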;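 also: 100% uses oxytocin at 75 nM as the full agonist control; some results filed as inactive read as strong as hits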
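Assay system: CHO cell line stably expressing human OTR | Also added: Oxytocin at about EC15, sub-maximal agonist stimulus | Times: Compound 6 min at room temperature before oxytocin, 100 s read | Measured by: Fluo-8 intracellular calcium fluorescence, ex 470-495, em 515-575 nm | Controls: EC15 oxytocin alone as 0%, 75 nM oxytocin as 100%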
NALP1 inh: NALP1 inhibition; 280,000 compounds, 0.61% hits; S. cerevisiae NALP1/ASC/caspase-1 growth, X-gal OD620, 72 h; inhibition, % at 10 µM; in the data active = inhibition mostly above about 24%, no sharp cut-off; inactive = mostly below about 32%; also: some compounds called inactive have numbers as strong as hits
MEKK2wt PB1 HTS: raises or lowers MEK5 binding to wildtype human MEKK2 PB1 domain; bead flow cytometry, Alexa488-MEK5 binding to MEKK2 WT; actives lie on both sides; 290,000 compounds, 1.1% hits; binding response (% of control), % at 10 µM; Q9Y2U5; in the data active = binding response below about 67% or above about 130%
An asterisk follows results filed as active; i = inactive; · = no result given.

structure,MEKK2mut PB1 HTS,GalR3 antag,OXTR agonist,M18AAP inhibitor,V1R ag counter,NALP1 inh,GPR7 antagonist,OXTR potentiator,MEKK2wt PB1 HTS
COc1ccccc1NS(=O)(=O)c1cc([N+](=O)[O-])ccc1N/N=C/c1c[nH]c2ccccc12,14,-7,11,5,10,21,-1,-17,-1.0*
CC1(c2ccccc2)NC(=O)N(CC(=O)NC(=O)NCc2ccco2)C1=O (stereo not drawn),-2,4,0.1,2,-0.1,-11,16,-3,99
CC(OC(=O)c1ccccn1)C(=O)Nc1nc(-c2ccc(F)c(F)c2)cs1 (stereo not drawn),·,-8,2.6,·,5.2,·,·,-5,·
COCCNC(=O)C(OC(=O)c1ccco1)c1ccccc1F (stereo not drawn),0,-8,-0.6,9,0.7,-1,-15,-3,99
CN1C(=O)CSc2ccc(NC(=O)N3CCOCC3)cc21,1,-5,0.0,5,0.7,13,1,-1,99
Cc1cccc(NC(=O)CSc2nc3c(c(=O)[nH]2)CCCC3)c1C,-3,0,-1.9,1,0.3,15,-13,2,94
CCOc1cc(C(N)=O)cc(Cl)c1OCc1ccccc1,0,-4,-2.2,5,-0.7,22,-14,-27,101
CCNC(=O)NC1c2ccccc2CSc2ccccc21 (stereo not drawn),·,-8,0.6,·,0.7,·,·,-4,·
COc1ccc2c(=O)c(C(=O)NCCc3ccc(OC)c(OC)c3)c[nH]c2c1,0,-1,-0.6,-1,-0.2,13,3,-6,100
CN(c1ccccc1)S(=O)(=O)c1cccc(C(=O)NC2CCCC2)c1,·,-8,0.3,·,2.8,·,·,-3,·
Cc1cc(=O)oc2cc(OC(C)C(=O)NCCc3ccc(S(N)(=O)=O)cc3)ccc12 (stereo not drawn),6,2,-1.3,-4,0.4,2,-12,-17,104
NS(=O)(=O)c1ccc(NC(=S)N2CCC(Cc3ccccc3)CC2)cc1,4,-10,1.8,37*,1.1,-6,-11,-9,103
Cc1[nH]c2ccccc2c1C(=O)CN1CCSCC1,4,-3,2.0,-4,1.5,6,-6,-6,108
CN(C)/C=N/c1cnc(C(=O)c2ccc(Cl)cc2)n1C,1,-1,2.8,2,1.1,0,-8,-15,98
COc1ccc(S(=O)(=O)N2CCOC2CNC(=O)C(=O)NCC(C)C)cc1 (stereo not drawn),7,-1,0.3,-5,1.1,-5,-1,-4,103
CC(C)Oc1ccc(CNC(=O)CC(c2ccccc2)c2cc(Cl)ccc2O)cc1 (stereo not drawn),-2,-6,-1.3,0,-0.4,9,-18,-5,91
NC(=O)C1(N2CCCCC2)CCN(CC(=O)Nc2ccc(Oc3ccccc3)cc2)CC1,12,-7,4.0,3,2.9,4,-4,-11,112
CS(=O)(=O)N(Cc1ccc(Cl)cc1)c1ccc(C(=O)Nc2cccnc2)cc1,-7,-5,15,1,12,16,4,-5,93
CCOC(=O)c1c(NC(=O)c2cc(C)oc2C)sc(C(=O)Nc2ccc(Cl)cc2)c1C,-7,-3,-0.5,-4,-0.8,9,4,-5,92
NCCCCCNC(=O)c1nc[nH]c1C(=O)NCC(=O)OCc1ccccc1,·,-5,1.8,·,0.6,·,·,6,·
Cc1ccc(C)n1-c1ccc(C(=O)/C=C/N(C)C)cc1,-2,-3,0.2,6,-0.3,-16,-12,-6,100
O=C(N[C@@H](Cc1ccccc1)C(=O)O)c1c(F)c(F)c(F)c(F)c1F,7,-3,-0.4,4,1.1,-18,-10,-5,103
Cc1cccc(C(=O)NCCNC(=O)c2cnccn2)c1,-9,-8,-0.4,0,0.1,9,-6,-5,85
COc1ccc(C2CC(c3cccs3)=NN2C(=O)CCC(=O)O)cc1OC (stereo not drawn),3,-6,0.2,0,0.0,16,-6,4,108
COCCCN1C(=O)C(=O)/C(=C(/O)c2ccc(C)cc2)C1c1ccccc1 (stereo not drawn),1,0,-0.2,-1,0.1,-8,-9,-6,99

Fetched one by one from the entries so far (3):
structure,MEKK2mut PB1 HTS,GalR3 antag,OXTR agonist,M18AAP inhibitor,V1R ag counter,NALP1 inh,GPR7 antagonist,OXTR potentiator,MEKK2wt PB1 HTS
Cc1ccc(C)n1-c1ccc(C(=O)/C=C/N(C)C)cc1,-2,-3,0.2,6,-0.3,-16,-12,-6,100
CCOc1cc(C(N)=O)cc(Cl)c1OCc1ccccc1,0,-4,-2.2,5,-0.7,22,-14,-27,101
CN(C)/C=N/c1cnc(C(=O)c2ccc(Cl)cc2)n1C,1,-1,2.8,2,1.1,0,-8,-15,98

Next records follow:
structure,MEKK2mut PB1 HTS,GalR3 antag,OXTR agonist,M18AAP inhibitor,V1R ag counter,NALP1 inh,GPR7 antagonist,OXTR potentiator,MEKK2wt PB1 HTS
O=C(Cc1c(C(=O)O)[nH]c2ccccc12)NCCN1CCN(c2ccccc2F)CC1,23,0,0.1,-2,1.5,18,-8,-4,130
CC1(C)C2CCC(C2)C1(C)NC(=O)CN1CCOCC1 (stereo not drawn),5,-2,-0.6,0,0.0,1,-3,-6,106
Cc1nnc(SCC(N)=O)n1CC1CCCO1 (stereo not drawn),-5,-5,1.6,3,0.2,6,-2,-6,98
CC(C(=O)Nc1ccccc1)N1CCN(C(=O)c2ccco2)CC1 (stereo not drawn),·,-3,1.2,·,0.5,·,·,-6,·
CCOC(=O)C1CCN(CCC(=O)Nc2ccc(C)c(C)c2)CC1,-11,-7,-0.9,-4,1.3,7,0,-27,78
COc1ccc(S(=O)(=O)N(C)C)cc1NC(=O)c1ccc(OCC(=O)N2CCOCC2)c(OC)c1,·,-2,0.7,·,-0.2,·,·,-5,·
COCCCn1c(SCC(=O)n2c(C)c(C)c3ccccc32)nnc1-c1ccoc1C,2,5,-2.6,5,-0.8,10,-14,-17,103
COc1ccc(S(=O)(=O)N2CCC(C(=O)NC3CCCCC3C)CC2)cc1 (stereo not drawn),0,-8,1.3,6,1.3,-18,-8,-10,94
COc1ccccc1N1CCN(CCCNC(=O)Nc2ccccc2)CC1,-1,-2,1.1,2,-0.3,-90,6,-6,112
CN(Cc1ccccn1)Cc1nc(-c2ccc(Cl)cc2)no1,-10,-7,4.5,-5,0.6,-6,-1,-3,89
COCc1nnc(SCC(=O)Nc2cccc(Cl)c2C)n1-c1ccccc1,4,-3,1.5,-13,0.3,-4,-4,-7,105
Cc1ccc2nc(NC(=O)CCNS(=O)(=O)c3cccs3)sc2c1,-3,-7,18,6,19,22,0,-20,95
CCOc1ccc(S(=O)(=O)n2nnc3ccccc32)cc1C,8,·,-0.1,-4,0.5,·,-7,-3,101
CN1CCN(/N=C/c2c3ccccc3c(Cl)c3ccccc23)CC1,·,-7,1.3,-12,1.5,5,3,3,·
O=C(CCC1COc2ccccc2O1)Nc1cccnc1 (stereo not drawn),-6,-4,2.1,-5,1.2,38,10,-9,98
CC(C)C1CC(CCN2CCCCC2)(c2ccccc2)CCO1 (stereo not drawn),3,0,0.4,-3,-0.8,-4,-24,-6,108
Cc1ccc(NC(=O)CN2C(=O)S/C(=C\c3cccn3C)C2=O)cc1,4,-7,-1.8,-10,-0.4,3,11,-1,99
COc1ccc(NC(=O)c2c(NC(=O)CNCc3ccco3)sc3c2CCC3)cc1,2,-5,-0.3,9,0.4,26,-4,-7,96
Cc1[nH]n(-c2ccccc2)c(=O)c1N=O,-8,7,-2.2,-8,1.1,5,3,-8,96
O=C(CCc1ccccc1)Nc1ccccc1C(=O)N1CCOCC1,-3,-4,0.1,-14,0.1,-5,0,-5,97
CC1Cc2cc(/C(O)=C3/C(=O)C(=O)N(CCCn4ccnc4)C3c3cccnc3)ccc2O1 (stereo not drawn),1,-5,-1.7,2,0.2,-4,-3,-2,103
CC(=O)c1cccc(NC(=O)/C(=C\c2ccco2)NC(=O)c2cccs2)c1,-3,-2,-0.4,4,-0.3,4,0,2,100
COc1ccc(CNC(=O)C(c2ccncc2)N(C(=O)Cc2cccs2)c2cccnc2)cc1 (stereo not drawn),-6,-7,-1.6,5,-0.4,·,-16,1,94
CCOC(=O)c1[nH]ncc1CN1CCCC(C(=O)c2ccc(C(C)(C)C)cc2)C1 (stereo not drawn),-9,-8,0.4,4,0.8,-15,-4,-13,120
CCOc1cc(NC(=S)NCc2ccco2)c(OCC)cc1NC(=O)c1ccco1,3,-7,2.9,9,2.4,11,-5,-12,103
CC(=O)N1CC(C)Sc2ccc(S(=O)(=O)NCc3ccc(Cl)cc3)cc21 (stereo not drawn),7,-9,6.7,-2,6.3,8,-7,-13,107
NC(=O)CCc1nc2cc(C(F)(F)F)ccc2n(Cc2ccccc2)c1=O,3,-2,-0.7,0,0.3,10,-4,-4,102
CCCCN(CC)CCNC(=O)c1cc2c(=O)[nH]c3ccc(C)cc3c2s1,8,-10,0.6,3,-0.8,6,-12,-3,119
CCOC(=O)c1c(C)[nH]c(C(=O)COC(=O)CNC(=O)c2ccc(Cl)cc2Cl)c1C,-1,0,-0.4,3,0.8,-6,-4,3,102
O=C(COC(=O)c1ccc(Br)o1)NCc1ccccc1Cl,·,-1,0.2,·,-0.5,·,·,-1,·
CC(=O)Nc1cccc(CP(=O)(c2ccccc2)c2ccccc2)c1,-5,3,0.5,-6,0.0,13,-5,4,97
C=CCn1c(-c2csc(-c3ccccc3)n2)n[nH]c1=S,11,-3,-2.1,4,-1.4,16,-6,-12,105
COc1ccc(OCC(=O)Nc2ccc(N3CCN(C(=O)c4ccccc4C)CC3)cc2)cc1,-10,-6,8.4,1,9.3,-1,-10,-10,87
O=C(Nc1ccc(Cl)c(S(=O)(=O)N2CCOCC2)c1)[C@@H]1CCCN1C(=O)c1cccs1,·,1,-0.4,·,-0.6,·,·,1,·
CC(=O)NS(=O)(=O)c1ccc(NC(=O)CSc2ccccc2)cc1,-20,2,1.2,-10,0.5,i,-1,-14,87
COC(=O)CCNS(=O)(=O)c1ccc2ccccc2c1,-1,1,0.8,5,0.3,6,2,0,100
Cc1cc(C)n(-c2cc(N3CCN(S(=O)(=O)c4ccc(Cl)cc4)CC3)ccc2[N+](=O)[O-])n1,-2,-4,-0.6,1,0.3,16,-9,3,102
CC(=O)N1CCc2cc(S(=O)(=O)NCCC(=O)NCCc3ccc(Cl)cc3)ccc21,0,-8,3.3,-4,3.9,5,-10,-8,102
Cc1cc(C)n(CCOc2nonc2N)n1,-3,-3,-0.2,-2,1.6,3,5,0,95
CC1CCN(c2ccc3c(c2)S(=O)(=O)c2cccc(C(=O)NC4CCCCC4)c2C3=O)CC1,·,0,14,·,9.2,·,·,-8,·
COCCOc1ccc(C(F)(F)F)cc1Nc1nc2ccccc2o1,5,-4,-2.3,-10,-1.2,20,-10,-11,115
NS(=O)(=O)c1cc(Cl)c(Cl)c(S(N)(=O)=O)c1,·,-3,0.0,·,1.0,·,·,0,·
O=C(COc1ccc(C(=O)c2ccccc2)cc1)NC1CCCCCC1,-1,-11,6.3,-8,6.5,45,3,-11,99
COC(=O)CCC/C=C1/SCC(NC(=O)c2ccccc2)C1NC(C)=O (stereo not drawn),-1,-2,1.7,-3,-0.5,17,-9,2,99

Screens as filed in PubChem.

An unsorted share of the library (roughly 4.1% active in at least one column).
